Assay outcomes as filed in PubChem.
TDP1 inh = blocks human tyrosyl-DNA phosphodiesterase 1 | Q9NUW8 | recombinant TDP1, AlphaScreen DNA substrate cleavage | Potency, µM (titrated, usually from 130 µM), for inactives: at the top dose activity change, negative = inhibition, most hits filed as inhibitors | 350,000 tested, 0.28% active | AID 485290; also: nearly all actives have a fitted effect of over 40% in size
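Signal: AlphaScreen proximity between streptavidin donor and anti-FITC acceptor beads on intact substrate. Reaction: Tdp1 1 nM, substrate 15 nM final, 5 min RT after 15 min compound preincubation.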
TDP1 cell noCPT = qHTS for Inhibitors of human tyrosyl-DNA phosphodiesterase 1 (TDP1): qHTS in cells in absence of CPT; DT40 Tdp1-/- hTDP1 cells, no CPT, ATP luminescence, 48 h; Potency, µM (doses to about 46.2 µM), without a hit: top-dose activity change, negative = growth inhibition, most hits filed as inhibitors; 420,000 tested, 15% active; AID 686978, 2013; also: nearly all actives have a fitted effect of over 55% in size
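Chicken DT40 Tdp1-/- cells complemented with human TDP1, screened without camptothecin (DMSO vehicle only), 400 cells/well. Compounds pin-transferred, cells incubated at 37 °C for at least 48 hr. Growth read as ATP-dependent luminescence (CellTiter-Glo, 30 min at RT).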
KAT2A inh = GCN5L2 (KAT2A) acetyltransferase inhibition; AID 504327; Potency, µM (series often up to 58.9 µM), for inactives: at the highest dose activity change, negative = inhibition, usual class: inhibitors; 390,000 tested, 0.21% active; GCN5L2 HAT assay, ThioGlo1 CoA-SH fluorescence; Q92830
Target sequence (Q92830 whole entry, looked up): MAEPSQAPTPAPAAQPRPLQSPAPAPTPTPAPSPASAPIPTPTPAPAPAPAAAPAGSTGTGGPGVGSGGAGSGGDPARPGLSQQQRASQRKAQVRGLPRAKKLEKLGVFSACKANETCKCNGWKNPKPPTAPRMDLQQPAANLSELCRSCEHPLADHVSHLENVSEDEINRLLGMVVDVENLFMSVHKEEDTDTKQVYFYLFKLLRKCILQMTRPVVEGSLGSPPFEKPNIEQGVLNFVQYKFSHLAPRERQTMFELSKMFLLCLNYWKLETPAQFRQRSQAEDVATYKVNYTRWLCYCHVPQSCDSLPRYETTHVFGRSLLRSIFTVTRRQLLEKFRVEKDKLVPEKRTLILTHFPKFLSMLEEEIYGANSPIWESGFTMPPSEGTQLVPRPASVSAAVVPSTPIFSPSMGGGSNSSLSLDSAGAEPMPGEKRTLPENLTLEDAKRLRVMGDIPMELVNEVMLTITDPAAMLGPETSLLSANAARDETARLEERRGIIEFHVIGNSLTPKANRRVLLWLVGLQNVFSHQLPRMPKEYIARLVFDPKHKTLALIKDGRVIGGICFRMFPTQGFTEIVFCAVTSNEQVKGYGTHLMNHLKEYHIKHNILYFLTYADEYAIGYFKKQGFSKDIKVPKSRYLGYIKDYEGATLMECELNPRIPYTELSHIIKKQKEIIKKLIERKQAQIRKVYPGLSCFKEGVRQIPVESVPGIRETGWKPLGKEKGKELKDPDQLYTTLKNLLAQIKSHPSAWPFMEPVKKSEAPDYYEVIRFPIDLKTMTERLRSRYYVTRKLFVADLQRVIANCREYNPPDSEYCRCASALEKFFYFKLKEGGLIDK
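Enzyme at 20nM final was mixed with library compounds for 15 min at room temperature. Peptide H3(1-25) at 75uM, acetyl-CoA at 70uM and ThioGlo1 at 50uM were then added. Plates were read immediately and after 20 min (Ex340nm/Em540nm).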
Active calls of the source: *; ? = inconclusive; . = not tested or not shown; & = joins results of further samples; [ ] = another dose, or the depositor's remark. Calls follow the shape of the dose curve; as a rule, active = well fitted curve in the direction sought with a large enough effect; inconclusive = small, poorly fitted or top-dose-only effect, or another doubt; inactive = no such curve, though single readings can be large; an effect the other way counts as inactive or inconclusive. % is scaled to controls: 0 for no effect and ±100 for the full control effect; potency is read from the fitted curve at half-maximal effect. Some of the compounds tested, so the mix of outcomes need not match the whole.

SMILES | TDP1 inh | TDP1 cell noCPT | KAT2A inh
O=C(/C=C/c1cc([N+](=O)[O-])ccc1OC(F)F)NCc1ccc(F)cc1 | -1.8% | -23.0% | 0.0%
Cc1ccc(C(=O)N2CCOCC2)cc1S(=O)(=O)N1CCCCC1 | 5.1% | -1.6% | -4.2%
CC(C)=CC(=O)Nc1ccc(Cl)cc1 | 2.5% | 7.2% | -10.0%
Cc1nc2ccccc2n1CC(=O)OCC(=O)N1CCC(C)CC1 | 0.6% | 0.0% | -5.0%
CCCc1ccc(C(=O)CCC(=O)NNC(=O)c2ccncc2)cc1 | 5.0% | 25.5% | -0.5%
COc1ccccc1C(=O)N1CCN(c2cccc(Cl)c2)CC1 | 5.8% | 1.64µM* | -3.5%
CC(=O)c1ccc(N(C(=O)CNC(=O)c2ccco2)C(C(=O)NC2CCCC2)c2ccncc2)cc1 (centres undefined) | -4.3%[0.0935 µM] | 9.9% | 0.9%
COc1ccc(N/C=C/C(=C(C#N)C#N)N(C)C)cc1 | . | -2.7% | -16.5%
CCCCOc1ccc(C(=O)N/C(=C/C=C/c2ccccc2)C(=O)NCCCO)cc1 | -5.5% | 7.6% | -6.4%
CSc1ncccc1C(=O)NCc1ccccc1Cl | . | 6.2% | -1.4%
COc1ccc(C(O)(C(C)C)C(CN2CCOCC2)c2ccccc2)cc1 (centres undefined) | . | ? | 2.2%
COc1ccc(C(C)=O)cc1CSc1nc(NCc2ccccc2)c2ccccc2n1 | 8.3% | 23.1µM* | -1.8%
Cc1cnc(C(=O)Nc2nnc(C3CC3)s2)cn1 | 3.0% | -1.9% | -7.4%
COc1ccc(Cl)cc1NC(=O)COC(=O)CCCN1C(=O)c2ccccc2C1=O | -2.6% | -6.7% | -3.5%
Cc1ccc(S(=O)(=O)NCc2ccccc2)cc1C(=O)N1CC(C)CC(C)C1 (centres undefined) | -4.8% | 18.4µM* | -2.4%
Cc1ccc(S(=O)(=O)N(C)CC(=O)NCCCc2ccccc2)cc1 | . | -8.2% | -2.9%
COc1ccc(CCNC(=O)[C@@H](NC(=O)N2CCn3c2nc2ccccc23)C(C)C)cc1OC | 4.0% | ? | 1.5%
O=C(CN1CCN(CC(=O)Nc2ccccc2F)CC1)Nc1cccc(F)c1 | . | -25.4% | -21.6%
O=C(NCc1ccccc1)c1cccc(S(=O)(=O)NCc2ccccc2)c1 | -5.6% | ? | 4.1%
Cc1ccc(NC(=O)Cn2cnc3cc([N+](=O)[O-])ccc3c2=O)cc1 | 5.7% | -12.5% | 0.2%
COc1cc(OC)c(NS(=O)(=O)c2cc3[nH]c(=O)c(=O)[nH]c3cc2C)cc1Cl | 2.0% | -0.1% | -5.5%
CCS(=O)(=O)N1CCC(C(=O)NCCCOC)CC1 | -2.0% | 0.4% | -7.9%
CCOc1ccc(NC2c3ccccc3C(=O)N2Cc2ccco2)cc1 (centres undefined) | 2.6% | 11.6µM* | -8.0%
O=C(COC(=O)C1CC(O)CN1S(=O)(=O)c1ccc(Cl)cc1)c1ccccc1Cl (centres undefined) | 0.0% | -6.6% | -2.6%

Part of the list above, set out differently.
smiles,TDP1 inh,TDP1 cell noCPT,KAT2A inh
COc1ccc(Cl)cc1NC(=O)COC(=O)CCCN1C(=O)c2ccccc2C1=O,-2.6%,-6.7%,-3.5%
Cc1ccc(S(=O)(=O)NCc2ccccc2)cc1C(=O)N1CC(C)CC(C)C1 (centres undefined),-4.8%,18.4µM*,-2.4%
Cc1ccc(S(=O)(=O)N(C)CC(=O)NCCCc2ccccc2)cc1,.,-8.2%,-2.9%
COc1ccc(CCNC(=O)[C@@H](NC(=O)N2CCn3c2nc2ccccc23)C(C)C)cc1OC,4.0%,?,1.5%
O=C(CN1CCN(CC(=O)Nc2ccccc2F)CC1)Nc1cccc(F)c1,.,-25.4%,-21.6%
O=C(NCc1ccccc1)c1cccc(S(=O)(=O)NCc2ccccc2)c1,-5.6%,?,4.1%
Cc1ccc(NC(=O)Cn2cnc3cc([N+](=O)[O-])ccc3c2=O)cc1,5.7%,-12.5%,0.2%
COc1cc(OC)c(NS(=O)(=O)c2cc3[nH]c(=O)c(=O)[nH]c3cc2C)cc1Cl,2.0%,-0.1%,-5.5%
CCS(=O)(=O)N1CCC(C(=O)NCCCOC)CC1,-2.0%,0.4%,-7.9%
CCOc1ccc(NC2c3ccccc3C(=O)N2Cc2ccco2)cc1 (centres undefined),2.6%,11.6µM*,-8.0%
O=C(COC(=O)C1CC(O)CN1S(=O)(=O)c1ccc(Cl)cc1)c1ccccc1Cl (centres undefined),0.0%,-6.6%,-2.6%

The results go on.
SMILES | TDP1 inh | TDP1 cell noCPT | KAT2A inh
Cc1nnc(N2C(=O)c3cccc4cccc(c34)C2=O)s1 | 0.0% | -17.9% | -0.2%
CC(=O)Nc1ccc(S(=O)(=O)N2CCC(c3nc4ccc(C)cc4[nH]3)CC2)cc1 | 4.2% | ? | -3.5%
Cc1ccc2cccc(NC(=S)NC(=O)c3ccccc3)c2n1 | 7.8% | ? | 0.5%
COC(=O)CCC(=O)CN | 3.6% | 4.4%&-0.6% | 1.6%
CCC(=O)Nc1nc2c(c(=O)[nH]1)CCCC2 | 1.2% | -11.8% | -9.0%
O=C(Cn1c(=O)oc2cc(S(=O)(=O)N3CCCCC3)ccc21)NCc1ccc(Cl)cc1 | 2.0% | 7.31µM* | -10.6%
CCN(C(=O)Cn1cnc2ccccc2c1=O)C1CCS(=O)(=O)C1 (centres undefined) | . | 5.5% | 0.5%
COc1cccc(-c2nn(C)c3sc(C(=O)N4CCN(c5cccc(C(F)(F)F)c5)CC4)cc23)c1 | -2.3% | 25.9µM* | -12.9%
Cc1ccc(CN(CC(=O)NCc2ccc3c(c2)OCO3)C(=O)c2csnn2)cc1 | 0.1% | -12.9% | -0.3%
COc1ccc(CN(C)C(=O)c2ccc3c(=O)n4c(nc3c2)CCC4)cc1 | 2.6% | -0.6% | 0.6%
COc1ccc(N2CCN(C(=S)Nc3ccccc3OC)CC2)cc1 | . | -21.1% | -8.3%
Cc1ccc2c(c1)c1c(n2CC(O)Cn2nc(C)c(Br)c2C)CCCC1 (centres undefined) | 0.0% | 16.4µM* | -7.9%
CC(Oc1ccc(Br)cc1)C(=O)NCc1ccccn1 (centres undefined) | 4.8% | -7.4% | -4.9%
O=C(Nc1ccc(O)c(-c2nc3ccccc3s2)c1)C1=COCCO1 | 0.0% | ? | -26.1%
COc1ccc2[nH]c(=O)c(CN(C(=O)c3ccncc3)C(C)(C)C)cc2c1 | 1.0% | -13.8% | -1.9%
CCCC(c1nnnn1C1CCCC1)N1CCN(C(=O)c2ccco2)CC1 (centres undefined) | -6.1% | 2.5% | -11.5%
CC(C)C1Oc2ccccc2N(CC(=O)N(Cc2ccccn2)C2CC2)C1=O (centres undefined) | 7.3% | ? | -1.2%
COc1ccccc1NC(=O)/C(C#N)=C/C=C/c1ccco1 | 3.2% | 1.16µM* | 0.9%
Cc1cccc(N(C(=O)Cc2cccs2)C(C(=O)NC2CCCC2)c2ccsc2)c1 (centres undefined) | 5.3% | ? | -3.5%
CCOC(=O)CN(c1ccccn1)S(=O)(=O)c1ccccc1 | -2.1% | -9.1% | -7.1%
O=C(NCc1ccco1)C1CC(=O)N(CCc2ccccc2)C1 (centres undefined) | 4.1% | -3.0% | -10.7%
CCOc1ccc(C(CC(=O)O)NC(=O)Cc2ccc(Cl)cc2)cc1 (centres undefined) | . | 4.4% | -19.2%
CCOC(=O)C1=C(C)N(CCCC(=O)NCc2ccc3c(c2)OCO3)C(=O)NC1c1ccc(Br)cc1 (centres undefined) | 1.3% | -23.9% | 3.2%
CN1CCCC(OC(=O)COc2ccc(Br)cc2)C1 (centres undefined) | 1.1% | 6.5% | 4.4%
COc1ccc(/C=C2\SC(=S)N(Cc3cccnc3)C2=O)cc1C | 4.4% | ? | -3.0%
O=C(Cn1cnc([N+](=O)[O-])n1)N/N=C/c1ccccc1O | 6.7% | 16.4µM* | -4.3%
COc1ccc(NC(=O)Cn2cnc3c(nc4n3CCCCC4)c2=O)cc1Cl | -6.2% | -17.2% | -16.4%
CCN(c1ccc(OC)cc1)S(=O)(=O)c1ccc(-c2ccc(=O)[nH]n2)o1 | 1.4% | ? | 1.5%
Cc1[nH]c2ccc(F)cc2c1CCNC(=O)C1CCCCC1C(=O)OCC(F)(F)F (centres undefined) | 2.6% | -15.0% | -5.7%
O=C(CCCCCCCCCCCCC1CCCC1)Nc1ccc(S(=O)(=O)c2ccc(NC(=O)CCCCCCCCCCCCC3CCCC3)cc2)cc1 | . | -2.4% | -16.5%
O=C(CN1CCNC(=O)C1)NCCc1ccc(Cl)cc1Cl | 3.8% | 16.1% | -2.2%
COCc1cc(=O)n2[nH]c(C)cc2n1 | -1.9% | -5.8% | -3.6%
O=C(/C=C/c1cccc(Cl)c1)OCc1cn2cc(Cl)ccc2n1 | 0.0% | 14.5% | 19.5%
Cc1ccc(NC(=O)CSc2nc3c([nH]c4ccccc43)c(=O)n2-c2ccccc2)cc1Cl | 6.6% | 23.1µM* | -20.3%
O=C(CSc1nnc(-c2cccnc2)o1)Nc1cccc(F)c1 | 0.2% | -23.3% | 1.3%
C/C(CC(C)(C)c1ccccc1)=N\NS(=O)(=O)c1ccccc1 | -2.5% | -6.1% | -5.0%
Cc1nnc(SCC(=O)NCc2ccccc2Cl)n(N)c1=O | 4.4% | -18.1% | 1.0%
Cc1ccc(N(CC(O)CN2C(=O)NC(C)(C)C2=O)S(=O)(=O)c2ccc([N+](=O)[O-])cc2)cc1 (centres undefined) | 7.2% | -9.7% | ?
Cc1nn(C)cc1/C=N/NC(=O)C(C)(C)Oc1ccc(Cl)cc1 | 4.9% | -8.2% | 1.6%
O=C(CSc1nnc2ccccn12)NC(=O)NC1CCCC1 | 8.4% | -5.8% | -10.4%
CCCC(=O)N1CC(=O)Nc2ccc(F)cc2C1c1ccccc1 (centres undefined) | 1.3% | -11.1% | -2.7%
O=C(CN1N=C(c2ccc(Cl)cc2)CCC1=O)NCc1cccs1 | 7.0% | . | -0.5%
COc1ccc(CCN(C)Cc2cccc3ccccc23)cc1OC | . | -25.3% | -6.6%
CCOc1ncccc1C(=O)OC(C)C(=O)NC1CCCCC1 (centres undefined) | -2.2% | -11.1% | -0.8%
O=C(O)c1ccc(-c2ccc(O)c(F)c2)cc1 | 1.1% | -12.3% | -5.7%
O=C(NCCCn1ccnc1)c1ccc(Br)o1 | 6.0% | 12.2% | -10.4%
CCC1(c2ccc(Cl)cc2)NC(=O)N(CC(=O)NCc2ccc(F)cc2)C1=O (centres undefined) | 5.8%[0.0935 µM] | 16.4µM* | 0.1%
O=C(Nc1nc2c(F)cc(F)cc2s1)c1ccccn1 | 6.0% | 0.731µM* | -5.3%
CCCNC(=O)c1ccccc1NC(=O)C1COc2ccccc2O1 (centres undefined) | -7.8% | ? | 0.0%
Cn1c(=O)c2c(SCC(=O)NC3CCCC3)nc(CC(C)(C)C)nc2n(C)c1=O | -0.1% | -14.3% | -14.7%
CC(=O)Nc1ccc(S(=O)(=O)NCc2ccc(C(=O)NCc3ccc4c(c3)OCO4)cc2)cc1 | 2.9% | -22.8% | 2.3%
COC(=O)Cn1cc(C#N)c2ccccc21 | -6.6% | -14.6% | -1.9%
O=C1CN(C(=O)c2cc3ccccc3oc2=O)C(c2ccc(F)cc2)c2cc(Br)ccc2N1 (centres undefined) | 3.9% | ? | -7.3%
CCN1CC(c2ccccc2)C(c2ccc(Cl)cc2)=N1 (centres undefined) | 2.4% | -28.8% | -5.4%
CO/N=C/c1ccc(N2CCCC2)c([N+](=O)[O-])c1 | 5.9% | 2.9% | -8.6%
Cc1cc2c(c(=O)n1CCN(C)C)C(c1ccncc1)C(C#N)=C(N)O2 (centres undefined) | 2.1% | -8.1% | 0.9%
CCCc1cc(C(=O)NC(C)C2CCCO2)cs1 (centres undefined) | 4.0% | 9.9% | -16.8%
O=C(c1ccccc1)N1CCSC1=S | 0.0% | -25.9% | ?
O=C(c1cc(-c2ccc(O)cc2)on1)N1CCOCC1 | 0.0% | -0.7% | -5.8%
COc1ccc2o/c(=N\O)c(C(=O)Nc3ccccc3OC)cc2c1 | 6.8% | 5.8µM* | ?

(next part)
SMILES | TDP1 inh | TDP1 cell noCPT | KAT2A inh
COc1cc2c(cc1OC)C(c1ccsc1)CC(=O)N2 (centres undefined) | 4.7% | -16.1% | -0.5%
O=C(Nc1ccc(F)cc1F)c1cccc(C(=O)Nc2ccc(F)cc2F)n1 | 0.1%[56.1 µM] | ? | -8.3%
[O-]/C(=C(\C(=S)Nc1cccc2ccccc12)[n+]1ccccc1)c1cccs1 | 5.4% | -8.0% | -0.6%
CCOC(=O)c1c(NC(=O)Nc2ccc(Cl)cc2)sc(C)c1C | 3.1% | 13µM* | -17.2%
